AmpC inh det: inhibitors of E. coli AmpC beta-lactamase with detergent. P00811. purified AmpC, nitrocefin hydrolysis with detergent. Potency, µM (series often up to 28.7 µM), for the others: at the highest dose activity change, negative = inhibition. 71,000 compounds, 0.09% hits; active = well fitted curve in the direction sought with a large enough effect
Target sequence (P00811 whole entry, looked up): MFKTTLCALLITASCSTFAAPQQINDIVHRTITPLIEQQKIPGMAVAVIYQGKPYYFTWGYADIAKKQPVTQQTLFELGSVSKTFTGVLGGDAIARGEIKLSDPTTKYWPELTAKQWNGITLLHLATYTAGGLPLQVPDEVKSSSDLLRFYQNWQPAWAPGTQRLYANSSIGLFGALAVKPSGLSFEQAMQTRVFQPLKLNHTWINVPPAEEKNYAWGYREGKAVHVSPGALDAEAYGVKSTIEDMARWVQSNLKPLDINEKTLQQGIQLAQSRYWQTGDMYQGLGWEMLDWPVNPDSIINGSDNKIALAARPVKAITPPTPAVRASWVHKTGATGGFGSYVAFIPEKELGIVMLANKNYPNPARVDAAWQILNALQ
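E. coli AmpC (5.3 nM) in 20 mM phosphate pH 7.0 with 0.01% Triton X-100, preincubated 15 min RT with compound; nitrocefin (2 uL of 800 uM stock) hydrolysis followed by 480 nm absorbance every 20 s over 4 min.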
* marks the source's active call; other numbers are inactive results; [ ] = remark or other dose. % is scaled to controls: 0 for no effect and ±100 for the full control effect; potency is read from the fitted curve at half-maximal effect. A portion of the library, so the mix of outcomes need not match the whole.

| molecule | AmpC inh det |
| --- | --- |
| O=C(NCc1cccnc1)c1ccc(CS(=O)(=O)Cc2ccc(Cl)cc2)o1 | 1% |
| Cc1cc(N2CCOCC2)nc2ccc(NC(=O)CCC(=O)N3CCC4(CC3)OCCO4)cc12 | -1% |
| CSc1ccc(S(=O)(=O)Nc2ccc(N3CCOCC3)c(Cl)c2)cc1 | 0% |
| Cc1cccnc1NC(=O)COc1ccc2oc3c(c2c1)CCCC3 | 5% |
| CCCCCl | 8% |
| Cc1ccc(Cn2ccc(NC(=O)c3nc4ncccn4n3)n2)cc1 | 0% |
| CCOc1ncccc1C(=O)Nc1ccc2c(C)cc(=O)oc2c1 | 1% |
| Cn1cccc1CNCCc1ccccc1F | -2% |
| O=C(Cn1cc2c(n1)CCCC2)NC1CCCCCC1 | 5% |
| Cc1c(NC(=O)CN2CCN(C(c3ccccc3)c3ccccc3)CC2)c(=O)n(-c2ccccc2)n1C | 7% |
| CCOc1ccc(N(C)S(=O)(=O)c2ccc3[nH]cc(C(=O)NCC4CCCO4)c(=O)c3c2)cc1 (stereo not given) | -3% |
| COc1cc(NC(=O)CN(C)S(=O)(=O)c2ccc(C)cc2)cc(OC)c1 | -4% |
| Cc1cc(C)c(C2C(C#N)=C(N)Oc3n[nH]c(C)c32)cc1CN1CCCC1 (stereo not given) | 0% |
| CCCCCCCCCCCCCCCCCCNC(=O)OC[C@@H](COP(=O)([O-])OCC[n+]1ccsc1)OC | -3% |
| CCn1c(C(=O)N2CCC(C(=O)NCCCSC3CCCCC3)CC2)cc2sccc21 | 10% |

(listing goes on)
| molecule | AmpC inh det |
| --- | --- |
| CCOC(=O)c1sc(NC(=O)c2ccc(Br)o2)cc1C | -4% |
| COc1ccc2[nH]c(=O)c(CN(C(=O)c3ccccn3)C3CCCCC3)cc2c1 | 0% |
| CC1(C)C/C(=N\O)c2cc3c(nc2C1)CCCC3 | -1% |
| Cc1cc(C)c(NC(=O)CCCN2CCOCC2)c(C)c1 | -5% |
| CCOc1cc(C)c(C(C)C)cc1S(=O)(=O)n1ccc(C)n1 | -7% |
| O=C(Nc1ncnc2sc3c(c12)CCCCC3)c1ccco1 | -7% |
| CCOc1ccc(CCNC(=O)C2CCCN(c3nn4c(=O)cc(C)nc4s3)C2)cc1 (stereo not given) | -3% |
| C[C@@H]1[C@H](C)CC[C@@]2(C(=O)O)CC[C@]3(C)C(=CC[C@H]4[C@@]5(C)CC[C@@H](O)C(C)(C)[C@@H]5CC[C@@]43C)[C@@H]12 | 7%[12.8 µM] |
| CCS(=O)(=O)NCCCCc1ccccc1 | -4% |
| Cc1ccc2[nH]c(=O)c(CN(Cc3ccc4c(c3)OCO4)Cc3nnnn3C3CCCC3)cc2c1 | 13% |
| C[C@@]12CC[C@H]3[C@@H](CC=C4C[C@H](OS(=O)(=O)O)CC[C@]43C)[C@H]1CCC2=O | -1% |
| CNc1nc(SC)nc(N2CCOCC2)n1 | -3% |
| CC(C)C(=O)N(c1ccc(F)cc1)C1C=CS(=O)(=O)C1 (stereo not given) | -1% |
| Cc1cc(C(=O)Nc2cccnc2)no1 | 10% |
| COC(=O)c1c(F)c(F)c(N2CCOCC2)c(F)c1F | -1% |

New compounds follow
| molecule | AmpC inh det |
| --- | --- |
| CCN(CC(=O)NCc1ccccn1)S(=O)(=O)c1ccc(Cl)cc1 | -3% |
| CC1(C)CC(=O)C2=C(C1)NC(=O)CC2c1cc2c(cc1Br)OCO2 (stereo not given) | -6% |
| O=C(CSc1ccc2nnc(-c3cccnc3)n2n1)NCC1CCCO1 (stereo not given) | 6% |
| COc1cc(OC)cc(C(=O)Nc2ccccc2NC(C)=O)c1 | 7% |
| COC(=O)c1ccc(COc2ccc(C3C4=C(CCCC4=O)Nc4onc(C)c43)cc2)cc1 (stereo not given) | -6% |
| C=CCc1ccc(OC)c(OC)c1 | 6% |
| O=c1c(-c2cc(F)cc(F)c2)nc2cnc(Nc3ccccc3)nc2n1C[C@H]1CCCO1 | -2% |
| O=C(NCC1CCCO1)C1CCCN(c2ncccn2)C1 (stereo not given) | -2% |
| CC1CCCCC1NC(=O)CSc1nnc(N)s1 (stereo not given) | -2% |
| CC(=O)C1=C(C)NC(SCC(=O)c2ccccc2)=C(C#N)C1c1ccco1 (stereo not given) | 7% |
| O=C(Nc1ccc(F)cc1)N(Cc1nnc2n1CCCCC2)c1ccccc1 | -5% |
| CC1CCCC(NC(=O)CSc2nnc(N)s2)C1C (stereo not given) | 11% |
| Cc1ccc2c(c1)nnn2C1CCN(S(=O)(=O)c2ccc(C(=O)N(C)C3CCCCC3)cc2)CC1 | 1% |
| COC(=O)[C@@]1(Cc2ccccc2)[C@H]2c3cc(C(=O)N4CCCC4)n(CC4CC4)c3C[C@H]2CN1C(=O)c1ccccc1 | 0% |
| O=C(c1ccco1)n1c(=S)nc2ccccn21 | -1% |

(more compounds)
| molecule | AmpC inh det |
| --- | --- |
| CC(=O)Nc1ccc(C2Nc3ccccc3C(=O)N2C2CCCCC2)cc1 (stereo not given) | 4% |
| CCn1cc(Br)c(C(=O)Nc2ccc(C(=O)OC(C)C)cc2)n1 | -5% |
| O=C(c1ccc(C#CC2(O)CCCCC2)cc1)N1CCOCC1 | -2% |
| COc1ccc(CCN(Cc2nc(-c3ccccc3)no2)Cc2nc(-c3ccccc3)no2)cc1OC | -1% |
| CC#CP(=O)(OCC)C(O)(c1ccccc1)C(F)(F)F (stereo not given) | 0% |
| CCOC(=O)C1=C(c2ccccc2)Nc2ncnn2C1c1ccccn1 (stereo not given) | 0% |
| COC(=O)[C@@]1(Cc2ccc(OC)cc2)[C@H]2c3cc(C(=O)N4CCCC4)n(Cc4cc(C)n(C)n4)c3C[C@H]2CN1C(=O)c1ccccc1 | -5% |
| CCOC(=O)CN1C(=O)COc2ccc(Cl)cc21 | 0% |
| COc1cccc(-c2csc(N3CCN(S(=O)(=O)c4ccc(F)cc4)CC3)n2)c1 | -3% |
| COCc1cc(C)nc2sc(C(=O)N3CCN(c4ccccc4)CC3)c(N)c12 | 8% |
| Cn1c(=O)oc2cc(S(=O)(=O)N3CCN(C(=O)c4ccco4)CC3)ccc21 | 1% |
| Nc1nn(S(=O)(=O)c2cccc3nsnc23)cc1-c1ccc(Br)cc1 | -6% |
| Cc1cccn2c(=O)c3cc(C(=O)NCc4ccccn4)n(C)c3nc12 | 1% |
| Cn1c(CCCNC(=O)c2ccccc2)nc2ccccc21 | -4% |
| COc1ccc(C(=O)Cn2c(N3CCOCC3)nc3c2c(=O)n(C)c(=O)n3C)cc1 | 12% |

Five neighbouring compounds from above, quoted:
| molecule | AmpC inh det |
| --- | --- |
| CC(=O)Nc1ccc(C2Nc3ccccc3C(=O)N2C2CCCCC2)cc1 (stereo not given) | 4% |
| CCn1cc(Br)c(C(=O)Nc2ccc(C(=O)OC(C)C)cc2)n1 | -5% |
| O=C(c1ccc(C#CC2(O)CCCCC2)cc1)N1CCOCC1 | -2% |
| COc1ccc(CCN(Cc2nc(-c3ccccc3)no2)Cc2nc(-c3ccccc3)no2)cc1OC | -1% |
| CC#CP(=O)(OCC)C(O)(c1ccccc1)C(F)(F)F (stereo not given) | 0% |

More entries follow.
| molecule | AmpC inh det |
| --- | --- |
| COC(=O)COc1ccc(S(=O)(=O)NCc2ccncc2)cc1 | -3% |
| c1ccc(-c2nn3c(-c4ccccc4)nnc3s2)cc1 | -2% |
| Cc1cnn(C(=O)c2oc3ccccc3c2C)c1 | -9% |
| O=C(NCc1ccc2c(c1)OCO2)C1CCCN(S(=O)(=O)c2cccs2)C1 (stereo not given) | 14% |
| O=C1OC2(c3ccc(O)cc3Oc3cc(O)ccc32)c2c1c(-c1ccccc1)c(-c1ccccc1)c(-c1ccccc1)c2-c1ccccc1 | -5%[5.75 µM] |
| O=C(NC1CCCCCC1)C1c2ccccc2C(=O)N1CCCN1CCOCC1 (stereo not given) | 9% |
| O=C(Nc1cnc2ccccc2c1)c1cccc(-n2cnnn2)c1 | -3% |
| N#Cc1cccc(NC(=O)N2CC[C@@]3(CCCN(C(=O)c4ccco4)C3)C2)c1 | 0% |
| CCOC(=O)c1cccc(NC(=O)CSc2nc3ccccc3c(=O)n2CC)c1 | 6% |
| Cc1ccc(N)cc1N | 11% |
| COc1ccc(N(C(=O)c2cccnc2)S(=O)(=O)c2ccc3c(c2)n(C)c(=O)n3C)cc1 | -6% |
| CCCS(=O)(=O)N1CCC(C(=O)N2CCC3(CC2)OCCO3)CC1 | 4% |
| Cc1cc(C)c2[nH]c(=O)c(CN(CC3CCCO3)S(=O)(=O)c3ccc4c(c3)OCCO4)cc2c1 (stereo not given) | 9% |
| CCCC1=C(C(=O)OCC)C(c2ccc(F)cc2)n2ncnc2N1 (stereo not given) | -2% |
| CN(C)c1ncc2nc(-c3ccc(Cl)cc3)c(=O)n(C[C@H]3CCCO3)c2n1 | -1% |

Next part
| molecule | AmpC inh det |
| --- | --- |
| O=C(NCCCn1ccnc1)C1CC(c2cccc(Br)c2)=NO1 (stereo not given) | 0% |
| c1ccc(Nc2nc(-c3cccs3)cs2)nc1 | -5% |
| CC(C)[C@@H](C)/C=C\[C@@H](C)[C@@H]1CC[C@H]2C3=CC=C4C[C@@H](O)CC[C@]4(C)[C@H]3CC[C@]21C | -4%[5.75 µM] |
| O=C(Nc1ccc(F)c(F)c1)c1ccc(F)c(S(=O)(=O)N2CCOCC2)c1 | -1% |
| CCOC(=O)Cc1csc(NC(=O)c2cccnc2)n1 | -1% |
| Clc1ccc(Cl)c(Nc2ccnc(SCc3ccccc3)n2)c1 | -2%[5.75 µM] |
| O=C1CN(C(=O)COC(=O)C2CC(=O)N(Cc3ccco3)C2)c2ccccc2N1 (stereo not given) | -1% |
| O=C(c1cc(Br)ccc1O)c1cc(Br)ccc1O | -4%[5.75 µM] |
| O=C(O)c1nonc1-c1nonc1C(=O)O | -2% |
| NC(=O)c1ccccc1-c1nc(-c2ccccc2)no1 | -2% |
| COc1ccc(S(=O)(=O)N2CCC(C(=O)N3CCCCC3)CC2)cc1OC | -4% |
| COc1cccc(-c2nc(CSCC(=O)NCC3CCCO3)c(C)o2)c1 (stereo not given) | -4% |
| CCCCCOC(=O)C1[C@H]2C(=O)N(c3ccccc3CC)C[C@]23C=C[C@H]1O3 (stereo not given in full) | -1% |
| O=c1c(-c2cc(F)cc(F)c2)nc2cnc(N3CCNCC3)nc2n1Cc1ccc(F)cc1 | -2% |
| Cc1cc(SCC(=O)c2ccccc2)nc2ccccc12 | -5%[5.75 µM] |

Exported field by field: part of the list above.
O=C(c1cc(Br)ccc1O)c1cc(Br)ccc1O
- AmpC inh det: -4%[5.75 µM]
O=C(O)c1nonc1-c1nonc1C(=O)O
- AmpC inh det: -2%

Following part.
| molecule | AmpC inh det |
| --- | --- |
| CS(=O)(=O)Nc1cccc(-c2cncnc2NCc2ccccc2)c1 | 9% |
| Cc1ccsc1-c1nc(CSCC(=O)N2CCN(c3ccccc3)CC2)c(C)o1 | 10% |
| Cc1cccc(OCCC(=O)Nc2c(C)n(C)n(-c3ccccc3)c2=O)c1 | -3% |
| Cc1ccc(-n2c(SCC(=O)Nc3ccc4c(c3)OCO4)nnc2-c2cccs2)cc1 | -1% |
| COc1ccc(NC(=O)c2ccco2)cc1NC(=O)c1cccc(OC(C)C)c1 | 4% |
| O=C(NC1CCCCCCC1)c1ccc(CNc2c(N3CCOCC3)c(=O)c2=O)cc1 | 5% |
| O=C(c1cc(-c2ccc(Cl)cc2)on1)N1CCOCC1 | 9% |
| NC(=O)C[C@@H]1N[C@]2(C(=O)Nc3ccccc32)[C@@H]2C(=O)N(c3cc(C(F)(F)F)ccc3Cl)C(=O)[C@H]12 | 1% |
| CCOC(=O)CNC(=O)CSc1nnc(-c2ccccc2OC)n1CC | 13% |
| O=S(=O)(N1CCOCC1)N1CCN(c2ccccc2F)CC1 | -4% |
| CSCC[C@H](NC(=O)OC(C)(C)C)c1nnc(SCC(=O)Nc2ccc(C)cc2C)o1 | -2% |
| O=C(CN1C(=O)c2ccccc2S1(=O)=O)NCc1cccnc1 | 1% |
| COc1nc(N(C)C)nc(N(OC)S(=O)(=O)c2ccccc2Cl)n1 | 0% |
| CC(C)C(c1nnnn1C1CCCC1)N1c2ccccc2CC1C (stereo not given) | -4% |
| CCOC(=O)c1cc2c(=O)n3ccccc3nc2n(CC2CCCO2)c1=NC(C)=O (stereo not given) | -3% |

The listing continues:
| molecule | AmpC inh det |
| --- | --- |
| CCCC(=O)Nc1ccccc1NC(=O)CN(C)S(=O)(=O)c1ccc(C)cc1 | -6% |
| CCOC(=O)NCc1cc(-c2nn(C)c(=O)c3ccccc23)ccc1C | 0% |
| CNC(=O)c1cc2c(=O)n3cccc(C)c3nc2n(C(C)C)c1=N | -4% |
| COc1ccccc1N1CCN(C(=O)C2CCC(Cn3c(=S)[nH]c4ccccc4c3=O)CC2)CC1 (stereo not given) | 0% |
| Cn1nnnc1SCc1c(F)cccc1F | 0% |
| COC(=O)c1ccc(CSc2nc3c(c(=O)n2-c2ccc(C)cc2)SCC3)o1 | 9% |
| c1cc2c(c(NC3=NCCN3)c1)CCCC2 | -8%[5.75 µM] |
| Fc1cccc(Cl)c1Cn1nnc2c(NCc3ccccn3)ncnc21 | 9% |
| COC(=O)[C@@]1(Cc2ccc(F)cc2)[C@H]2c3cc(C(=O)N4CCCC4)n(CCc4c[nH]c5ccc(OC)cc45)c3C[C@H]2CN1C(=O)c1ccccc1 | 0% |
| Cc1nc(SCC(=O)NCc2ccco2)nc(C)c1C | 10% |
| CCCC(=O)Nc1sc(C(=O)OC)c(C)c1C(N)=O | -8% |
| C(=C\c1ccccc1)/CSc1nnc(-c2cnccn2)n1Cc1ccco1 | -3% |
| CN1C(=O)C(O)(CC(=O)c2cccc(-n3cccc3)c2)c2ccccc21 (stereo not given) | -3% |
| Cc1cc(C(=O)OCC(=O)Nc2nc(-c3ccccc3)cs2)c(C)o1 | 0% |
| COc1ccccc1OCCCCCc1c(C)n[nH]c1C | 1% |
| COc1ccc(OC)c(CNc2nc3ccccc3n2CCN2CCCCC2)c1 | -4% |
| FC(F)(F)c1cccc(N2CCN(c3nnnn3-c3ccccc3)CC2)c1 | -1% |
| CCOC(=O)COc1cc(=O)n(CC)c2ccccc12 | 0% |
